Vif-APOBEC3F blk: blocks the Vif interaction with APOBEC3F; HeLa A3F-eYFP + Vif (tagged APOBEC3F with the HIV-1 protein that degrades it), YFP fluorescence increase; Potency, µM (series often up to 46.1 µM), for the others: at the highest dose activity, negative = active; actives 0.2% (n = 390,000); further: % of control where 0% means no effect; nearly all actives have a fitted effect of over 65% in size
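HeLa cells stably expressing Vif plus C-terminally eYFP-tagged A3F were seeded, incubated overnight at 37 deg C, dosed with compound, incubated overnight again at 37 deg C. Yellow fluorescence (Ex 488/Em 500-530) reported blocked Vif-mediated A3F-eYFP degradation.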
mIDH1 inhibitor: blocks human mutant IDH1 R132H enzyme; O75874; IDH1-R132H enzyme, NADPH consumption, diaphorase/resazurin fluorescence; Potency, µM (series often up to 76.6 µM), for the others: at the top dose activity change, negative = inhibition, actives largely listed as inhibitors; actives 0.093% (n = 390,000); further: on the % scale 0 is the no-effect control and ±100 the full control effect; nearly all actives have a fitted effect of over 65% in size
Target sequence (O75874 whole entry R132H, stated change not applied): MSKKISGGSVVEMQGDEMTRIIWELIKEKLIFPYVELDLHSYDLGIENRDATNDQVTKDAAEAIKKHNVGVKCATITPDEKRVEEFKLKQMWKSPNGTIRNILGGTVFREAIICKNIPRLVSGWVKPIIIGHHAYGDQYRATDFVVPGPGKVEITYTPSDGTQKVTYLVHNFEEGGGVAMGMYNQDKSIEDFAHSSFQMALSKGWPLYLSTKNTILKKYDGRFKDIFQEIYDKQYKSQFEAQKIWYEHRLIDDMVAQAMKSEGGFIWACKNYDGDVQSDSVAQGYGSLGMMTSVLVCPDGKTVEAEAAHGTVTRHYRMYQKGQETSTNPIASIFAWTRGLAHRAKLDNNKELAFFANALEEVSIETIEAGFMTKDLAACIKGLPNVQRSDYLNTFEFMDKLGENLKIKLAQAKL
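IDH1-R132H (0.5 ug/mL) preincubated 30 min with compound, then NADPH (0.016 mM) and alpha-KG (2 mM) added; 80 min at RT, pH 7.5. Remaining NADPH coupled via diaphorase/resazurin to fluorescence (540/590 nm); concentration-response curves normalized to no-enzyme control.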
TrxR1 substrate: is turned over as a substrate by rat TrxR1 | O89049 | purified TrxR1 substrate turnover, NADPH consumption readout | Potency, µM (titrated, usually from 114 µM), inactives show top-dose activity change, negative = substrate turnover | actives 0.01% (n = 390,000) | AID 588456; further: on the % scale 0 is the no-effect control and ±100 the full control effect; nearly all actives have a fitted effect of over 50% in size
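Rat TrxR1, dispensed at 90 nM, was prereduced with 400 uM NADPH (final) for 5 min at ~22 deg C, then incubated with compound 15 min before 400 uM selenite. A first-read NADPH fluorescence drop versus no-compound background flagged substrates.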
RXFP1 ag: agonists of human relaxin receptor RXFP1; actives 0.3% (n = 370,000); Q9HBX9; Potency, µM (highest dose often 57.5 µM), inactives show at the top dose activation, hits mostly activators; HEK293T-RXFP1 cAMP TR-FRET, 30 min; response scale: percent of porcine relaxin response, buffer zero; further: on the % scale 0 is the no-effect control and ±100 the full control effect; nearly all actives have a fitted effect of over 60% in size; many of its hits are not listed in these tables
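cAMP rise read by TR-FRET after 30 min, 37C compound exposure (up to 58 uM) in RXFP1-transfected HEK293 cells with Ro 20174 present. EC50 from Hill-equation fits, with 29 nM porcine relaxin as 100% and buffer as basal.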
USP1-UAF1 inh: USP1/UAF1 (human) deubiquitinase inhibition. O94782. recombinant USP1/UAF1, Ub-Rhodamine cleavage fluorescence. Potency, µM (series often up to 57.1 µM), for the others: at the top dose activity change, negative = inhibition, hits mostly inhibitors. actives 0.23% (n = 390,000). AID 743255; further: on the % scale 0 is the no-effect control and ±100 the full control effect; nearly all actives have a fitted effect of over 60% in size; inactives centre near -12
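High-throughput fluorogenic screen: 1nM USP1/UAF1 complex, Ub-Rho substrate 150nM final, 50mM HEPES pH 7.8 with 0.5mM EDTA, 0.1 mg/ml BSA, 1mM TCEP and 0.01% Tween-20.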
12-LOX inh: blocks human arachidonate 12S-lipoxygenase. P18054. purified 12hLO, xylenol orange hydroperoxide absorbance. Potency, µM (highest dose often 108 µM), without a hit: top-dose activity change, negative = inhibition, usual class: inhibitors. actives 1.1% (n = 580,000). AID 1671190; further: on the % scale 0 is the no-effect control and ±100 the full control effect
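Hydroperoxide product was detected by ferrous iron/xylenol orange as the 573 to 405 nm absorbance ratio. Arachidonic acid at 40 uM (final) was turned over for 30 min at room temperature by 150 nM human 12hLO, pH 7.0 Hepes buffer, after 15 min compound preincubation.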
RGS4 inh: human RGS4 inhibition; Transcreener GDP fluorescence polarization, RGS4-accelerated GTP hydrolysis; Potency, µM (titrated, usually from 114 µM), for inactives: top-dose activity change, negative = inhibition, most hits filed as inhibitors; actives 0.039% (n = 390,000); further: on the % scale 0 is the no-effect control and ±100 the full control effect; nearly all actives have a fitted effect of over 75% in size; some results filed as inactive show a strong effect at the top dose
Target sequence (P49798 whole entry, looked up): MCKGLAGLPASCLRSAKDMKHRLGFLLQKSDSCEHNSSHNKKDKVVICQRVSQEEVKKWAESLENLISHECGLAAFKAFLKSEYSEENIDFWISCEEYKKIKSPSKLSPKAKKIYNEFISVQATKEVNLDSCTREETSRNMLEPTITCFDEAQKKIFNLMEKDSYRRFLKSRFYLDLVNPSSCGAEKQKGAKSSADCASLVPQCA
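MLSMR compounds (23 nl, pin-transferred) preincubated 10 min at room temperature with a 500nM (2x) first reagent, then RGS4 at 900nM (2x) plus Transcreener GDP mix added; fluorescence polarization (620/688 nm) read before and after 90 min at 30 °C.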
TrxR1 inh: blocks rat thioredoxin reductase 1; O89049; recombinant rTrxR1, NADPH fluorescence consumption, selenite substrate; Potency, µM (top dose mostly 114 µM), without a hit: at the top dose activity change, negative = inhibition, actives largely listed as inhibitors; actives 1% (n = 390,000); AID 588453; further: on the % scale 0 is the no-effect control and ±100 the full control effect; nearly all actives have a fitted effect of over 65% in size
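Rat TrxR1 (90 nM in the dispensed reagent) was pre-reduced with 400 uM NADPH for 5 min at room temperature, then incubated with compound for 15 min. After 400 uM selenite was added, NADPH fluorescence (Ex 340/Em 450 nm) was followed for 8 min.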
Vif-APOBEC3G blk: inhibitors of Vif-APOBEC3G interaction; Q9HC16; AID 602310; actives 0.076% (n = 410,000); HeLa A3G-eYFP + Vif (tagged APOBEC3G with the HIV-1 protein that degrades it), YFP fluorescence, overnight; Potency, µM (series often up to 46.1 µM), inactives show top-dose activity, negative = active, hits mostly inhibitors;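 further: on the % scale 0 is the no-effect control and ±100 the full control effect; nearly all actives have a fitted effect of over 60% in size; hits raise eYFP signal because A3G escapes Vif-driven loss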
Target sequence (Q9HC16 whole entry, looked up): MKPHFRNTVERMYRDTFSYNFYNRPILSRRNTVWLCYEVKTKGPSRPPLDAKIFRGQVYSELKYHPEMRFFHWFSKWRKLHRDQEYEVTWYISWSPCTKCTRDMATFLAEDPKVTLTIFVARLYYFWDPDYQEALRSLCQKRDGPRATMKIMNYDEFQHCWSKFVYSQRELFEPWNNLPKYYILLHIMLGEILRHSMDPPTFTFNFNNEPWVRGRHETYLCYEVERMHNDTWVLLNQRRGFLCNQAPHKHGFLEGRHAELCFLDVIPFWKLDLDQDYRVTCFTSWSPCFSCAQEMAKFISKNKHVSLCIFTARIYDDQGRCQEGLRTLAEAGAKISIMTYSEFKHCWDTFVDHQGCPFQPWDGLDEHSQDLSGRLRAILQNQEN
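HeLa cells stably expressing Vif and C-terminally eYFP-tagged A3G, seeded overnight at 37 deg C, then exposed to compound by pintool overnight at 37 deg C. Rise in yellow fluorescence (Ex 488/Em 500-530, Acumen) marks blocked Vif-driven A3G degradation.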
An asterisk follows results filed as active; ? = inconclusive; · = not tested or not shown; & = joins results of further samples; [ ] = dose if it differs, or a comment. The call rests on the fitted dose curve; in most records, active means well fitted curve in the direction sought with a large enough effect; inconclusive means small, poorly fitted or top-dose-only effect, or another doubt; inactive means no such curve, though single readings can be large; an effect the other way counts as inactive or inconclusive. Potency means the concentration at half of the fitted maximal effect. A portion of the library (hit frequency here may not be typical).

Second line of a record – Vif-APOBEC3F blk	mIDH1 inhibitor	TrxR1 substrate	RXFP1 ag	USP1-UAF1 inh	12-LOX inh	RGS4 inh	TrxR1 inh	Vif-APOBEC3G blk
1) CCC(=NCc1ccco1)c1c(O)n(-c2ccc(Cl)cc2)c(=O)[nH]c1=O
  -3%	-3%	-2%[57.1 µM]	3.7%	11%	359%[activator]	15%	-26%[57.1 µM]	-1%
2) CC(=O)OC1C2CCC1C(N1CCCCC1)CC2 (stereo unspecified)
  2%	-8%	-3%[57.1 µM]	0.4%	-23%	-2%	-18%	-3%[57.1 µM]	0%
3) O=c1[nH]c(=S)n(-c2ccc(Cl)cc2)c(O)c1/C=N/N1CCOCC1
  0%	-12%	-10%	-0.9%	-11%	-84%	-26%	-16%	2%
4) O=C(COC(=O)Cc1ccccc1)Nc1nnc(-c2ccccc2)o1
  ?	-7%	0%	0.1%	-10%	9%	-7%	8%	2%
5) Cc1nnc2ccc(N3CCN(C)CC3)nn12
  3%	2%	-9%	3.1%	-2%	432%[activator]	7%	-12%	1%
6) c1ccc2[nH]c(CCN3CCCCC3)nc2c1
  -7%	-8%	·	·	1%	6%	·	·	-1%
7) O=C(Cc1ccc(Cl)cc1)NCCN1CCN(C(=O)Cc2ccc(Cl)cc2)CC1
  1%	0%	-1%	-2.0%	-22%	-21%	7%	4%	0%
8) COC(=O)CC1=C(C(=O)OC)C2(C(=O)Nc3c(C)cccc32)C(C#N)=C(N)O1 (stereo unspecified)
  -3%	0%	-4%[0.457 µM]	-1.2%	-21%	-24%	-25%	11%	0%
9) CC1CCC2(CC1)NC(=O)N(NC(=O)CCl)C2=O (stereo unspecified)
  -1%	6%	-13%[57.1 µM]	-0.8%	?	1%	-4%	14%[57.1 µM]	3%
10) CC(C)c1ccc(NC(=O)N2C[C@H]3C[C@@H](C2)c2cccc(=O)n2C3)cc1
  5%	4%	2%	-0.2%	12%	28%	6%	16%	2%
11) COc1ccccc1-n1c(/C=C/c2ccc(O)cc2)nc2ccccc2c1=O
  10µM*	-13%	-5%	-0.3%	-17%	0%	18%	1%	-21%
12) COCCNC(=O)c1c(N)n(Cc2ccco2)c2nc3ccccc3nc12
  -8%	6%	291%[activator]	3.7%	-21%	-27%	-9%	58%[activator]	-9%
13) CN1CC2([N+](=O)[O-])CC=C(Cl)C([N+](=O)[O-])(C1)C2 (stereo unspecified)
  -2%	2%	-4%	1.4%	-19%	7%	7%	2%[57.1 µM]	-2%
14) COC(=O)C1=C(c2cccc(C#N)c2)C[C@@H]2CC[C@H]1N2C(=O)NCc1cc(C)oc1C(F)(F)F
  -12%	-6%	-10%	0.2%	?	3%	13%	3%	0%
15) CS(=O)(=O)c1ccc(C2=C(CNC(=O)c3ccncc3)[C@H]3CC[C@@H](C2)N3CCOc2ccccc2)cc1
  1%	-4%	·	·	-22%	-1%	·	·	0%
16) COC(=O)C1=C(c2cccc(OCc3ccccc3)c2)C[C@@H]2CC[C@H]1N2C(=O)NCCOc1ccccc1
  2%	-15%	9%[57.1 µM]	0.0%	-17%	13%	17%	21%[57.1 µM]	-7%
17) CN(C)C(=O)Oc1cccc([N+](C)(C)C)c1
  -3%&2%	-5%&11%	10%[57.1 µM]	1.7%&-0.4%	-24%&-3%	-7%&8%	?	15%[57.1 µM]	-2%&-2%
18) CNC(=O)CSP(=S)(OC)OC
  -2%	-5%	-5%	·	7%	-7%	-33%	19%	2%
19) COc1ccc(CCNC(=O)c2c(N)n(CCN3CCOCC3)c3nc4ccccc4nc23)cc1
  3%	3%	27%	1.9%	-13%	0%	-21%	-3%	1%
20) Cc1cc(OCC(=O)N2C[C@H]3C[C@@H](C2)c2cccc(=O)n2C3)c2c(C)cc(=O)oc2c1
  -2%	-1%	45%	1.8%	-11%	-1%	6%	-18%[57.1 µM]	3%
21) CNC(=O)Oc1cccc(-c2cn3cc(OC(=O)NC)ccc3n2)c1
  0%	5%	55%[activator]	4.0%	-16%	5%	?	?	1%
22) COc1ccc(CNCCc2ccc3c(c2)OCO3)cc1Br
  1%	-1%	0%[57.1 µM]	-0.6%	-23%	0%	-5%	1%[57.1 µM]	-1%
23) CC(=O)[C@@]1(O)CCC2C3CC=C4C[C@@H](O)CC[C@]4(C)C3CC[C@@]21C (stereo partly specified)
  11%	-4%	1%[57.1 µM]	·	-15%	-22%	-29%	14%[57.1 µM]	0%
24) CCN(CC)S(=O)(=O)c1cc(NC(=O)C(C)N2CC=C(c3ccccc3)CC2)ccc1C (stereo unspecified)
  2%	-4%	-5%	-1.7%	-23%	15%	-17%	4%[57.1 µM]	2%
25) COC(=O)c1ccc2ccn(CC(=O)NC(C)C)c2c1
  -4%	-4%	209%[activator]	2.1%	-5%	?	-4%	58%[activator]	2%
26) CC(=O)Nc1ccccc1OP1(=O)COc2ccccc2OC1
  8%	2%	2%	0.5%	-4%	?	-21%	10%	-2%
27) CC(=O)N1CC(=O)Nc2ccc(Br)cc2C1c1ccc(F)cc1 (stereo unspecified)
  1%	25%	2%	-1.3%	-4%	·	24%	17%	-3%
28) CC1CN=C(Nc2ccc(F)cc2)S1 (stereo unspecified)
  0%	-10%	11%[57.1 µM]	1.9%	-13%	-5%	-12%	25%[57.1 µM]	3%
29) O=[N+]([O-])c1c(Cl)c(Cl)c(Cl)c(Cl)c1Cl
  -8%	1%	6%	·	-14%	-17%	1%	6%	-1%
30) CN(C)C(=O)Oc1ccc2c(c1)O/C(=C\c1ccc(Cl)cc1)C2=O
  3%	-8%	-14%	3.9%	-22%	-1%	3%	-14%	0%
31) O=c1[nH]c(O)c(C=Nc2ccccc2Sc2ccccc2)c(=O)[nH]1
  -37%	0%	4%[11.4 µM]	1.3%	13%	0%	-35%	25%[11.4 µM]	2%
32) Cc1ccc2c(c1)C(c1ccccc1)=NCC(=O)N2C
  2%	2%	6%	·	-21%	3%	-11%	17%	4%
33) Cc1ccc(N(C)C(=O)Oc2ccc(C(=O)c3ccc(Cl)cc3)cc2)cc1
  3%	9%	-5%	2.5%	-20%	8%	-17%	-4%	-6%
34) CN1[C@@H]2CC[C@H]1CC(OC1c3ccccc3CCc3ccccc31)C2 (stereo partly specified)
  -6%	5%	2%	-1.4%	-9%	-11%	-2%	4%	-3%
35) CCOC(=O)C(O)(c1ccc(N(CC)S(=O)(=O)c2ccc(C)cc2)cc1)C(F)(F)F (stereo unspecified)
  -5%	6%	-5%	0.3%	-12%	-7%	1%	8%	-1%
36) Cc1ccccc1-n1c(-c2ccc([N+](=O)[O-])cc2)nc2ccccc2c1=O
  -7%	9%	5%[57.1 µM]	-1.8%	?	-15%	-32%	2%[57.1 µM]	7%
37) O=C1N(c2cccc(Cl)c2)C(c2cccnc2)N2CCCN12 (stereo unspecified)
  6%	-10%	-8%	0.2%	-15%	-2%	-12%	2%	5%
38) O=C(CN1CCOCC1)c1ccc(Br)cc1
  2%	-3%	-9%	-0.9%	-12%	?	-17%[56.9 µM]	-33%	-4%
39) COC(=O)C(O)(c1ccc(N(C)C(=O)c2ccc(Cl)c(Cl)c2)cc1)C(F)(F)F (stereo unspecified)
  -12%	-1%	-11%	-1.1%	-16%	5%	16%	-8%	1%
40) CCCCN1C(=O)C(C2c3ccccc3C(=O)N2Cc2ccccc2)C(=O)NC1=S (stereo unspecified)
  8%	-21%	-5%	5.4%	-15%	-3%	-12%	-6%	0%
41) CCCCN1C(=O)NC(=O)C2(Cc3c(nc4ccccn4c3=O)N3CCc4ccccc4C32)C1=O (stereo unspecified)
  3%	-1%	5%	1.0%	-22%	?	-10%	6%	4%
42) CC(C)c1ccc(N2C(=O)NC(=O)/C(=C\c3cnc(-c4ccccc4)nc3)C2=O)cc1
  ?	-4%	8%[57.1 µM]	0.6%	-4%	?	4%[11.4 µM]	10µM*	?
43) COC(=O)C1=C(c2ccc(F)cc2F)C[C@@H]2CC[C@H]1N2C(=O)NCCOc1ccccc1
  5%	5%	-7%[57.1 µM]	2.9%	-26%	9%	-1%	14%[57.1 µM]	1%
44) CC1SC2(CN3CCC2CC3)NC1=O (stereo unspecified)
  -12%	-1%	11%[57.1 µM]	1.5%	-4%	20%	5%[11.4 µM]	12%[57.1 µM]	-5%
45) COC(=O)COc1cc(C)cc2oc(=O)c3c(c12)CCCC3
  2%	5%	46%[activator]	-2.4%	-23%	-19%	-9%	30%	-4%
46) CC(O)CNc1ccc([N+](=O)[O-])c2cccnc12 (stereo unspecified)
  -8%	1%	-18%	-0.6%	-26%	-29%	9%	-4%	0%
47) COc1cc2c(cc1OC)-c1c(OC)c(OC)cc3c1[C@H](C2)[N+](C)(C)CC3
  1%	-2%	13%	0.1%	11%	?	2%	0%	-1%

High-throughput results: PubChem, National Center for Advancing Translational Sciences (NCATS)
